Screens as filed in PubChem.
MmCpn inh: M. maripaludis TRiC chaperonin inhibition | Potency, µM (doses to about 76.9 µM), for inactives: at the top dose activity, negative = inhibition, usual class: inhibitors | actives 0.031% (n = 330,000) | purified Mm-Cpn ATPase, ADP Transcreener TR-FRET; also: potency is read from the fitted curve at half-maximal effect; % is scaled to controls: 0 for no effect and ±100 for the full control effect; nearly all actives have a fitted effect of over 80% in size
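Reaction buffer contained 30 mM Tris pH 7.4, 100 mM KCl, 5 mM MgCl2 and 1 mM DTT. Mm-CPN (25 nM final) hydrolysed 10 uM ATP over 30 min at 37°C; ADP was read by HTRF.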
Nrf2 ARE act: Nrf2 pathway activation | actives 0.31% (n = 410,000) | Potency, µM (series often up to 46.1 µM), without a hit: top-dose activation, usual class: activators | AREc32 ARE-luciferase reporter (MCF7-derived line), luminescence, 24 h | AID 624171; also: potency is read from the fitted curve at half-maximal effect; % of control where 0% means no effect; nearly all actives have a fitted effect of over 65% in size
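ARE-driven firefly luciferase activity in AREc32 cells measured after a 24 hr compound exposure at 37 deg C, using Steady-Glo reagent and a 30 min room-temperature hold.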
Nrf2 inh: blocks Nrf2 signaling. A549 ARE-Fluc reporter, luciferase luminescence, 18-24 h. Potency, µM (doses to about 46 µM), inactives show at the top dose activity change, negative = inhibition, usual class: inhibitors. actives 2.1% (n = 360,000). AID 504444; also: potency is read from the fitted curve at half-maximal effect; % is scaled to controls: 0 for no effect and ±100 for the full control effect; nearly all actives have a fitted effect of over 60% in size
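Cells were seeded and rested 2 h, then exposed to compounds for 18-24 h. CellTiter-Fluor was read first as a viability measure. BugLite was added 15 min before the final luminescent read of ARE-luciferase activity in A549 cells.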
CCT modulator: cytosolic chaperonin activity modulation. actives 0.3% (n = 360,000). activity change, % (no concentration beside the values), hits read low. purified chaperonin ATPase assay, HTRF ADP detection, 30 min; in the data active = activity change below about -30%; also: % is scaled to controls: 0 for no effect and ±100 for the full control effect
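ATPase activity: ADP formed was measured by HTRF Transcreener (665/615 nm ratio) after 30 min at 37 deg C with 10 uM ATP. Compounds screened at one 76 uM concentration against 40 or 20 nM TRiC in Tris pH 7.4/KCl/MgCl2/DTT buffer.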
EPAC2 agonist: activates human EPAC2 exchange factor. Q8WZA2. EPAC2 activation, biochemical qHTS; response scale: 100% = 6.5 mM cAMP response. Potency, µM (series often up to 154 µM), inactives show at the highest dose activation, most hits filed as activators. actives 0.079% (n = 360,000). AID 720711; also: potency is read from the fitted curve at half-maximal effect; nearly all actives have a fitted effect of over 50% in size
Target sequence (Q8WZA2 whole entry, looked up): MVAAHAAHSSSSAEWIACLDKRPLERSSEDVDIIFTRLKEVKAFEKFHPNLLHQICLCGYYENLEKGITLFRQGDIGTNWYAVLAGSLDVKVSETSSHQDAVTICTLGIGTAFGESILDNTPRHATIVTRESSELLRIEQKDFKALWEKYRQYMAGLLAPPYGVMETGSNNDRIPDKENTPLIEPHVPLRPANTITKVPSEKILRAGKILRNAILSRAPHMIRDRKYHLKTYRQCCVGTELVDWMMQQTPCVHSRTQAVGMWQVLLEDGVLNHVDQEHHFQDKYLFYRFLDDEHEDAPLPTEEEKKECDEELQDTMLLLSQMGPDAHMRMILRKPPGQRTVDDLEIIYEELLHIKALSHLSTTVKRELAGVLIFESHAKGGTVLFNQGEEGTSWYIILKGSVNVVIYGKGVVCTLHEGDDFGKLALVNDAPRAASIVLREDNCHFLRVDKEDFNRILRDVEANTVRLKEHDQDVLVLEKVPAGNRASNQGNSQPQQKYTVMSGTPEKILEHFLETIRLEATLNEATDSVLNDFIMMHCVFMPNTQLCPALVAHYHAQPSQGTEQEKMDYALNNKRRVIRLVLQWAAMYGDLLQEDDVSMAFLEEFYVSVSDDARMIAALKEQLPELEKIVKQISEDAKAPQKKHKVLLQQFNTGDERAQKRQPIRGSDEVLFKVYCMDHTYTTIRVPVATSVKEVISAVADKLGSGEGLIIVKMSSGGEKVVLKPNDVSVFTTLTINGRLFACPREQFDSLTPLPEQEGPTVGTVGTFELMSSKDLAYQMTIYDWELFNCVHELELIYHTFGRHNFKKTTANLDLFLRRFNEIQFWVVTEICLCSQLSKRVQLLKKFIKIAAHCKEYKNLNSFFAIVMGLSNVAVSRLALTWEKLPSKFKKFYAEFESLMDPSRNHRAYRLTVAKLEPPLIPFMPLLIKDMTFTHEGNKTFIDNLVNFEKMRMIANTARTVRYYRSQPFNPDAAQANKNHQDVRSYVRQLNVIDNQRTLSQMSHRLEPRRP
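EPAC2 (100 nM) mixed with Rap1B loaded with BODIPY-GDP (250 nM) plus 50 uM unlabeled GDP; compounds pinned in, 5 min RT, then read every 5 min for 30 min (ex 480, em 540 nm). Normalized to cAMP control.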
pAkt inh: inhibitors of Akt phosphorylation. AID 651550. actives 0.32% (n = 360,000). Neuro2A IGF-stimulated pAkt S473 HTRF, 20 min; hits give low values. activity change, % for hits at 50 µM; in the data active = activity change below about -80%; inconclusive = mostly about -51% to -80%; also: % is scaled to controls: 0 for no effect and ±100 for the full control effect
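Neuro2A cells in DMEM with 0.5% FBS, overnight at 37 deg C, given compound at single 50 µM final, then IGF (6 nM final) for 20 min at 37 deg C. Lysed; phospho-Akt Ser473 by HTRF after 24 h, 665/615 ratio.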
EPAC2 antagonist: blocks human EPAC2 exchange factor; EPAC2 GEF exchange of Rap1B-BODIPY-GDP, fluorescence; Q8WZA2; actives 0.18% (n = 360,000); Potency, µM (doses to about 114 µM), inactives show at the highest dose activity, negative = inhibition, most hits filed as inhibitors; AID 720708; also: potency is read from the fitted curve at half-maximal effect; % is scaled to controls: 0 for no effect and ±100 for the full control effect; nearly all actives have a fitted effect of over 45% in size; many of its hits are not listed in these tables
TGFb inhibitor: TGF-b pathway inhibition. actives 1.2% (n = 410,000). HepG2 CAGA-GFP TGF-b/SMAD3 reporter, GFP fluorescence, 18 h; TGF-beta stimulated, 500 pg/mL final. AID 588855. Potency, µM (highest dose often 46.1 µM), for inactives: at the highest dose activity, negative = inhibition, usual class: inhibitors; also: potency is read from the fitted curve at half-maximal effect; % is scaled to controls: 0 for no effect and ±100 for the full control effect; nearly all actives have a fitted effect of over 65% in size
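Cell-based qHTS in HEPG2 carrying a CAGA-GFP Smad reporter; compounds added before 500 pg/mL final TGF-beta, 18 h incubation at 37 degrees C, GFP fluorescence quantified per cell by imaging cytometry.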
A549 viability: counter-screen for Nrf2 inhibitors: cytotoxicity in A549 cells. A549 ARE-Fluc cells, CellTiter-Fluor viability, 18-24 h. actives 0.16% (n = 390,000). Potency, µM (doses to about 46 µM), inactives show at the highest dose activity change, negative = cytotoxicity, usual class: inhibitors; also: potency is read from the fitted curve at half-maximal effect; % is scaled to controls: 0 for no effect and ±100 for the full control effect
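Cytotoxicity counterscreen: CellTiter-Fluor fluorescence was measured in A549 ARE_Fluc cells after 18-24 h of compound exposure in a concentration series. The subsequent BugLite luminescent read reports ARE-luciferase activity.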
Starred values were filed as active, the others as inactive; i = inactive; ? = inconclusive; . = not tested or not shown; & = joins results of further samples; [ ] = another dose, or the depositor's remark. Unless noted, calls follow the shape of the dose curve; as a rule, active = well fitted curve in the direction sought with a large enough effect; inconclusive = small, poorly fitted or top-dose-only effect, or another doubt; inactive = no such curve, though single readings can be large; an effect the other way counts as inactive or inconclusive.

SMILES	MmCpn inh	Nrf2 ARE act	Nrf2 inh	CCT modulator	EPAC2 agonist	pAkt inh	EPAC2 antagonist	TGFb inhibitor	A549 viability
Cc1ccc(NC2c3ncccc3C(=O)N2C2CCCCC2)cc1C (configuration not stated)	-1.6%	0.1%	-12.3%	0.3	-4.2%	i	1.4%	7.6%	0.7%[1.84 µM]
Nc1ccc(Oc2ccc([N+](=O)[O-])cc2[N+](=O)[O-])cc1	3.1%	14.0%	3.6%	0.6	5.1%	.	2.1%	-4.4%	-11.9%
CN(CC(=O)Nc1ccccc1Br)C(=O)CCCSc1nc2ccccc2[nH]1	-0.1%	-0.2%	-5.6%	1.9	2.1%	i	22.7%	?	-1.5%
CC(C)(C)NC(=O)/C(=C\c1ccco1)NC(=O)c1cccs1	1.7%	0.2%	2.5%	-1.8	-4.8%	i	2.0%	17.6%	6.3%
CC1CCC(NC(=O)CN2CCN(S(=O)(=O)c3cccs3)CC2)CC1 (configuration not stated)	-22.2%	-0.3%	3.9%	-1.9	9.6%	i	3.3%	0.6%	-2.8%
O=C(c1ccco1)N1CCN(Cc2nnc(-c3ccccc3)o2)CC1	0.9%	-0.4%	0.5%	-3.4	3.7%	i	0.8%	1.6%	0.1%
COc1cc(C(=O)O)c2c(c1C)OC(=O)c1c(C)cc(O)c(C=O)c1O2	.	-1.1%	5.5%	-0.5	-1.0%	i	-17.5%	6.3%	-4.4%
C=CCn1c(=O)c2c(nc3n2CC(C)CN3Cc2ccccc2)n(C)c1=O (configuration not stated)	0.1%	0.4%	-0.8%	2.2	5.5%	i	3.5%	-15.7%	3.7%
O=c1cc(O)nc(SCc2ccccc2)[nH]1	0.8%	-0.2%	-3.2%	-2.2	5.1%	.	5.3%	15.6%	-8.1%
CCOC(=O)c1csc(NC(=O)c2cc(OC)c(OC)c(OC)c2)n1	-4.2%	6.4%	?	-4.7	4.4%	i	-2.5%	-2.1%	-13.1%
CCN(CC)c1ccc(C(=C2C=CC(=[N+](CC)CC)C=C2)c2ccc(N(CC)CC)cc2)cc1	.	-3.2%	5.8µM*	-1.2	-4.8%	i	15.4%	2.24µM*	7.31µM*
O=C(Oc1cc(=O)n2ccccc2n1)c1ccccc1	1.4%	0.3%	14.3%	-1.6	3.5%	i	4.1%	4.9%	-4.1%
Cc1ccc(C)c2sc(N3CCN(C(=O)c4ccc([N+](=O)[O-])o4)CC3)nc12	0.9%	?	0.5%	-0.7	2.4%	i	-16.4%	-15.0%	3.5%
COC(=O)N/N=C/c1ccccc1OCc1ccccc1	-0.1%	0.6%	7.8%	-0.8	-8.3%	i	5.0%	-8.4%	-0.3%
Cc1cc2c(C)nc(N/N=C/c3ccc(F)cc3)nc2o1	0.0%	29.4%	?	-1.5	10.9%	i	17.5%	-27.4%	1.6%
CCN1C(=O)c2ccc(C(=O)Nc3c(C)cc(C)cc3C)cc2C1=O	0.0%	-0.3%	0.8%	-3.0	-2.0%	i	13.3%	3.2%	-0.7%
CC(=NO)C1CCC2C3CCC4=CC(=NO)CCC4(C)C3C(O)CC12C (configuration not stated)	.	4.3%	-0.5%	-1.1	3.7%	i	1.7%	-26.8%	0.2%
COc1ccccc1N1CCN(c2ncnc3c2oc2ccccc23)CC1	-3.3%	-1.0%	-32.5%	-3.6	1.7%	i	-1.9%	6.3%	-29.8%
CC(=O)c1sc2c(c1C)c(=O)n(-c1ccc(Cl)cc1)c(=O)n2Cc1cc(=O)n2cc(Cl)ccc2n1	.	-0.6%	10.1%[9.27 µM]	.	.	.	.	-3.9%	-11.4%
O=C(O)CCn1cc(/C=N/O)c(-c2cccc([N+](=O)[O-])c2)n1	-5.4%	-0.5%	-10.0%	-2.0	8.3%	i	-2.0%	2.2%	-6.6%
C=CCNC(=S)N1CCC(C(=O)c2ccc(C)cc2)CC1	0.3%	0.4%	-16.4%	-3.3	3.6%	i	4.4%	0.0%	-0.9%
CCC(C(=O)NC(C)c1ccccc1)C(=O)NC(C)c1ccccc1 (configuration not stated)	0.5%	0.4%	-1.0%	1.7	3.0%	i	-3.0%	8.3%	-2.0%
CC(C)CNC(=O)c1cccc(NC(=O)Cc2ccc(Br)cc2)c1	-0.7%	0.1%	?	-0.5	-6.2%	i	-8.3%	4.3%	-11.0%
CCOc1ccc(NC(=O)CCS(=O)(=O)c2ccc(Br)cc2)cc1	0.2%	2.5%&-0.7%	-0.4%&-0.3%	1.3	-6.1%	i	4.8%	2.5%&0.0%	-2.9%&3.8%
COc1ccc(N2C(=O)CCC(C(C)=O)=C2C)cc1	-0.3%	0.4%	11.0%	-1.4	2.5%	i	8.9%	?	0.3%

Overlap with the part before: two entries, then new ones.
SMILES	MmCpn inh	Nrf2 ARE act	Nrf2 inh	CCT modulator	EPAC2 agonist	pAkt inh	EPAC2 antagonist	TGFb inhibitor	A549 viability
CCOc1ccc(NC(=O)CCS(=O)(=O)c2ccc(Br)cc2)cc1	0.2%	2.5%&-0.7%	-0.4%&-0.3%	1.3	-6.1%	i	4.8%	2.5%&0.0%	-2.9%&3.8%
COc1ccc(N2C(=O)CCC(C(C)=O)=C2C)cc1	-0.3%	0.4%	11.0%	-1.4	2.5%	i	8.9%	?	0.3%
CC1CCCCC1NC(=O)COc1cccnc1[N+](=O)[O-] (configuration not stated)	1.1%	0.2%	-26.4%	-1.9	2.1%	i	4.0%	5.2%	-3.2%
COc1ccccc1CNC(=O)c1cc(S(=O)(=O)N2CCCCC2)c[nH]1	3.9%	3.8%	?	-1.7	-2.7%	i	-5.8%	0.1%	1.3%
CC(=O)c1sc(=S)n(-c2ccccc2)c1C	0.7%	0.1%	3.3%	-0.1	2.6%	i	8.0%	-1.1%	0.4%
COCCCNC(=S)Nc1ccc2c(c1)OCCO2	1.8%	0.2%	11.5%	-2.0	0.2%	i	9.3%	-2.6%	-1.7%
COc1ccc(-n2ccsc2=S)cc1	1.0%	0.5%	1.0%	-0.1	4.1%	i	-0.6%	-1.2%	-1.2%
COc1ccccc1N1CCN(C(=O)c2cc(C)oc2C)CC1	-0.2%	2.0%	?	-3.3	11.0%	i	-4.4%	-11.9%	0.9%
CCOC(=O)CSCC(=O)Nc1ccc(S(=O)(=O)N2CCCCC2)cc1	-0.1%	0.3%	-0.3%	-1.7	-3.4%	i	-0.5%	-0.5%	4.7%
CCOC(=O)c1ccc(N2CN(CC)CNC2=S)cc1	-1.5%	-0.5%	-7.0%	-2.8	8.7%	i	-2.2%	-15.0%	4.0%
CC(C)n1c(=O)c2ccccc2n1Cc1cn(Cc2ccccc2)nn1	.	-1.2%	.	0.4	9.4%	i	3.8%	0.1%	.
COc1ccc(CC(=O)OCC(=O)c2ccc(F)cc2)cc1	2.3%	0.1%	10.7%	-0.2	3.4%	i	9.0%	26.1%	8.6%
Cc1ccc(-n2nnnc2CSc2nnc(-c3ccc(O)cc3)o2)cc1	0.4%	0.6%	-18.5%	-7.5	6.0%	i	-0.8%	7.5%	-4.6%
CCc1ccccc1N1C(=O)CC(N2CCc3ccccc32)C1=O (configuration not stated)	0.1%	0.1%	6.0%	0.4	8.6%	i	-11.2%	5.5%	-12.2%
COc1cc(/C=C(/C#N)c2nc(-c3cc4ccccc4oc3=O)cs2)ccc1O	.	11.3%	18.9%	.	.	.	.	27.8%	-7.1%
Cc1ccc(S(=O)(=O)NCc2ccncc2)c(C)c1C	-0.6%	0.5%[9.22 µM]	1.46µM*	0.0	-1.5%	i	1.7%	-8.8%	-6.4%
CN(CC(=O)Nc1cccc(F)c1)C(=O)CCCN1C(=O)c2cccc3cccc(c23)C1=O	-0.4%	5.8%	2.5%	4.3	-1.0%	i	-0.3%	-12.5%	-8.9%
Cc1cc(NC(=O)Nc2nnc(N(C)C3CCCCC3)s2)ccc1Br	.	0.5%	25.9µM*	.	.	.	.	20.2%	-11.2%
Cc1ccc(-n2c(P(C)(=O)O)nc3ccccc32)cc1	-1.8%	0.2%	9.8%	-0.7	5.0%	i	7.6%	0.0%	0.2%
CC(=O)Nc1ccc(N2CCCCC2)c(C(=O)Nc2cccc(C)c2)c1	1.3%	0.2%	?	1.1	-18.3%	i	-15.1%	?	-13.4%
COCCNC(=O)CSc1nc(-c2ccc(OC)c(OC)c2)cc(C(F)(F)F)n1	-1.8%	2.4%	8.3%	-2.3	-20.9%	i	7.6%	-12.0%	-12.9%
COc1ccc(NC(=O)C(C)N=C2NS(=O)(=O)c3ccccc32)cc1S(N)(=O)=O (configuration not stated)	-0.7%	0.3%	-4.1%	-1.1	7.6%	i	4.0%	16.5%	-1.1%
C[C@@H]1CN([C@H](C)CO)C(=O)CCCn2nncc2CO[C@H]1CN(C)S(=O)(=O)c1ccc(Cl)cc1	.	-0.8%	.	-1.0	6.0%	i	4.8%	-1.4%	.
CCn1c(=N)c(C(=O)NCc2cccnc2)cc2c(=O)n3cc(C)ccc3nc21	.	-0.6%	8.3%	.	.	.	.	-0.6%	1.9%
COC(=O)c1ccc2c(=O)n(CCCN3CCCC3=O)c(=S)[nH]c2c1	-0.8%	2.3%	-5.9%	-3.7	-0.7%	i	-2.7%	-2.4%	-1.4%[1.84 µM]
CN(C)S(=O)(=O)c1ccc(C(=O)N2CCN(S(=O)(=O)c3ccc4c(c3)OCCO4)CC2)cc1	.	0.0%	0.5%	-3.2	5.8%	i	11.9%	-24.5%	-6.9%
CC(OC(=O)CNS(=O)(=O)c1ccc(C#N)cc1)C(=O)Nc1ccc(Cl)cn1 (configuration not stated)	4.1%	-0.7%	12.3%	0.2	-4.6%	i	5.9%	3.3%	-2.9%
C#CCOCCOCCOCCNc1nc(N2CCN(C(=O)CCCCCCCCCCNC(=O)[C@@H](CCC(=O)O)n3cc(CCCCCN)nn3)CC2)nc(N2CCN(C(=O)CCCCCCCCCCNC(=O)[C@@H](CCC(=O)O)n3cc(CCCCCN)nn3)CC2)n1	1.8%	-0.2%	13.0%	1.9	-8.8%	i	-11.9%	?	-0.7%

A portion of the library, so the mix of outcomes need not match the whole.
